# ABHD4 inh: ABHD4 inhibitors, primary screen, biochemical, fluorescence polarization, mouse; (Lyso)-N-acylphosphatidylethanolamine lipase (Mus musculus), Q8VD66; AID 720543, 2013; actives 0.54% (n = 370,000); inhibition, % at 8.92 µM; purified mABHD4, FP-Rh probe fluorescence polarization;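 active means inhibition exceeding the mean over every tested compound plus 3 SD, cut at about 30% in these data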;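 further: 0% = plate median of compound wells and 100% = S159A mutant with DMSO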
#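 Assay system: mABHD4 protein; medium: HEPES pH 7.0, NaCl, Pluronic buffer; dosing: 8.92 µM, single dose; schedule: 45 min + 60 min at 25 °C; signal: FP readout, ex 525 nm / em 598 nm; read-out: normalized percent inhibition of probe labeling; repeats: single replicate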
# TCR CD3 inh: inhibitors of human TCR-CD3 interaction, primary screen, biochemical, fluorescence, TAMRA-labeled TCR probe. T-cell receptor (TCR). inhibition, % at 9.4 µM. actives 0.37% (n = 360,000). AID 651800, 2012; in the data active means inhibition above about 19%;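 further: recombinant mutant TCR 2C K166C tagged with TAMRA read by polarization; 0% = receptor in buffer alone and 100% = receptor with positive control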
# rCAG binder: binders of r(CAG) RNA repeats, primary screen, biochemical, fluorescence | r(CAG) RNA repeat, TO-PRO-1 dye displacement fluorescence | inhibition, % at 3 µM | actives 1.3% (n = 370,000) | AID 651821, 2012;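 active means inhibition above the plate cutoff, the mean of all test compounds on that plate plus 3 SD, cut at about 35% in these data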;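 further: 0% = DMSO alone and 100% = 100 µM mitoxantrone as full dye displacement; higher means more dye released from RNA so lower well fluorescence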
# LEDGF integ inh: blockers of LEDGF/p75-dependent integrase strand transfer – biochemical, TR-FRET, high throughput, primary screen. HIV-1 integrase (with human LEDGF/p75). inhibition, % at 3.7 µM. TR-FRET IN-LEDGF/p75 DNA integration, Eu/Cy5. actives 0.64% (n = 370,000). AID 743269, 2014;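 active means inhibition above the screen-wide mean plus 3 SD, cut at about 13% in these data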;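 further: signal is the Cy5 over europium emission ratio at 671 and 618 nm; 0% = plate median of compound wells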
# NR1D1 modulator: modulators of Rev-erb alpha DNA binding, primary screen, biochemical, FITC-DNA, fluorescence polarization, uHTS | activity, % at 10 µM | Nuclear receptor subfamily 1 group D member 1 (Homo sapiens), P20393 | Rev-erbα–FITC-DNA binding, 90 min | actives 0.79% (n = 370,000) | AID 1259318, 2017;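 active means activity above about 14%, limit read from the data; passing the limit was not always enough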;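 further: 0% = DMSO wells with 35 nM protein and 100% = DMSO wells with 750 nM protein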
# PG9 Ab binder: binders of HIV-1 gp120 antibody PG9, primary screen, biochemical, TR-FRET; TR-FRET gp120-PG9 antibody binding; inhibition, % at 6.7 µM; actives 0.43% (n = 360,000); in the data active means inhibition above about 8.5%
# SIAE primary: human SIAE inhibitors, primary screen, biochemical, fluorescence polarization, FP-Rh probe, 1536-well HTS; Sialate O-acetylesterase (Homo sapiens), Q9HAT2; SIAE FP-Rh probe binding; inhibition, % at 9.66 µM; actives 0.69% (n = 370,000); AID 1053197, 2014;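 active means inhibition above a cutoff: mean of compounds within the control limits plus 3 SD of those, cut at about 17% in these data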;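 further: 0% = plate median of compound wells and 100% = probe without SIAE protein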
# Target sequence (Q9HAT2 whole entry, looked up): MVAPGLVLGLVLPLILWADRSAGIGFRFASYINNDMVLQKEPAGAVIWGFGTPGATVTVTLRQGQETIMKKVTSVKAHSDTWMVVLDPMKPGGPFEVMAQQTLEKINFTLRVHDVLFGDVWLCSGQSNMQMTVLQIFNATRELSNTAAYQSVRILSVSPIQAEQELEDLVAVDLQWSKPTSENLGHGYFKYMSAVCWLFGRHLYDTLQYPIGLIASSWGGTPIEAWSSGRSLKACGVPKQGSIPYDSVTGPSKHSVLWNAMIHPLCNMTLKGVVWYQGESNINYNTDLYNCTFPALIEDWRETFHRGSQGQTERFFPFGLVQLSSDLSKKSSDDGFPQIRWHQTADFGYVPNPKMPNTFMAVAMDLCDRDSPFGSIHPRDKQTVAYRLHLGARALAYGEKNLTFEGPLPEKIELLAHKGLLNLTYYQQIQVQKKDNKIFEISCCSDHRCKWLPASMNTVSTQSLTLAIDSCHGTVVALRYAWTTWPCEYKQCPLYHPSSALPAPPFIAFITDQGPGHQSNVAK
# HTRA1 inhibitor: HTRA1 serine protease inhibitors, primary screen, biochemical, fluorescence polarization, HTS | actives 0.5% (n = 340,000) | recombinant HTRA1, FP-rhodamine activity-based probe | inhibition, % at 5.96 µM | Q92743; in the data active means inhibition above about 36%;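 further: 0% = enzyme with DMSO and 100% = wells lacking enzyme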
# Target sequence (Q92743 whole entry, looked up): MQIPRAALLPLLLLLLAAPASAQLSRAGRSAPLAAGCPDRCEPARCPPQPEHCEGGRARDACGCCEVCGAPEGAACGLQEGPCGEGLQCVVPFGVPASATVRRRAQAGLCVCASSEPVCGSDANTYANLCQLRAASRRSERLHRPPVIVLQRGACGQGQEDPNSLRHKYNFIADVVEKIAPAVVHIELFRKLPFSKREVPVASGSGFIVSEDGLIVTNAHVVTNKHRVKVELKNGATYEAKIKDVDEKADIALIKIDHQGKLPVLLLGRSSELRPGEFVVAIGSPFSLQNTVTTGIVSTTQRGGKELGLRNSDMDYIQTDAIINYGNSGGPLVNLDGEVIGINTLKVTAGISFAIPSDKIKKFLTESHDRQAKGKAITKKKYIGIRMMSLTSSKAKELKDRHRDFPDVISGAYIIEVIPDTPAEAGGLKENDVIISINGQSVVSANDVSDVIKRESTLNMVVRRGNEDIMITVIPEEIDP
# TDP2 absorb: human TDP2 enzyme inhibitors, primary screen, biochemical, epi absorbance, recombinant enzyme; actives 0.34% (n = 370,000); inhibition, % at 12.8 µM; T5PNP hydrolysis, p-nitrophenol absorbance 415 nm; Tyrosyl-DNA phosphodiesterase 2 (Homo sapiens), O95551;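 active means inhibition above the mean of all tested compounds plus 3 SD, set per campaign, cut at about 25% in these data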;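 further: 0% = DMSO with enzyme and 100% = buffer with substrate but no TDP2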
#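 Read-out basis: percent inhibition. System: recombinant human TDP2. Buffer or medium: Mg2+-containing Tris-HCl buffer, pH 7.5. Repeats: single replicate. Timing: reaction 2 h, 37 °C. Benchmarks: high control without enzyme, low control DMSO plus TDP2. Probe or stimulus: 5 mM T5PNP. Doses: 12.8 µM only. Measured by: epi absorbance of p-nitrophenol freed from T5PNP by hydrolysis.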
# PRMT1 FP inh: PRMT1 methyltransferase inhibitors, primary screen, biochemical, fluorescence polarization; Protein arginine N-methyltransferase 1 (Homo sapiens), Q99873; recombinant PRMT1, activity-based probe fluorescence polarization; inhibition, % at 2.79 µM; actives 1.3% (n = 370,000);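 active means inhibition above about 21% made by adding two undisclosed values, limit read from the data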
# Active calls of the source: *; / = no result given.
SMILES,ABHD4 inh,TCR CD3 inh,rCAG binder,LEDGF integ inh,NR1D1 modulator,PG9 Ab binder,SIAE primary,HTRA1 inhibitor,TDP2 absorb,PRMT1 FP inh
COc1ccc(-c2nc(CN3CCN(Cc4cccc(F)c4)CC3)c(C)o2)cc1,1,1,-7,1,5,-2.4,11,4,0,-3
Cc1ccc(S(=O)(=O)NC2c3cccc4cccc(c34)C2Sc2ncccn2)cc1 (configuration not stated),-26,4,3,-1,0,-0.7,-13,-46,-2,0
Oc1ccc(/C=C/c2cnccn2)cc1,0,3,1,-1,-3,-2.3,12,-5,20,-1
CCOc1ccccc1N1CCN(C(=O)NC2CCCCC2)CC1,1,0,-9,2,0,-1.0,3,-1,3,2
COc1ccc(-n2c(CNC(=O)c3cccs3)n[nH]c2=S)cc1,-6,1,2,4,0,1.1,0,-3,11,-3
Cc1cc(-c2n[nH]c(=S)n2CC(C)C)cs1,32*,3,1,1,1,0.6,11,-2,7,-4
COc1cc(S(=O)(=O)n2nc(C)cc2C)c(OC)cc1Cl,2,6,-3,-3,-3,-0.5,-4,4,4,-1
O=S(=O)(NCCCc1ccccc1)c1ccc(Cl)cc1,-12,-1,-2,-3,2,-1.7,0,-14,-6,2
COC(=O)c1ccc(CSc2nnnn2-c2ccc(C)cc2C)o1,-1,-7,-2,1,6,3.6,12,-4,-1,-5
CN1CCN(S(=O)(=O)c2cc(C(F)(F)F)ccc2Cl)CC1,2,-2,-4,-2,0,-1.8,3,3,6,0
CC(C)NC(=O)N1CCOCCOCCN(C(=O)NC(C)C)CCOCCOCC1,-4,-3,-5,2,2,0.5,1,2,2,0
CCS(=O)(=O)N1CCC(C(=O)NCCc2ccc(C)cc2)CC1,-7,-4,-4,3,4,0.0,13,1,10,-3
COc1ccc(CNC(=O)CN(Cc2ccc(Cl)cc2)S(=O)(=O)c2ccccc2)cc1,-24,-3,4,5,0,0.5,-6,-31,-26,-4
CCOC(=O)N1CCC(NC(=O)CCN2C(=O)COc3ccccc32)CC1,1,0,-2,1,0,-0.3,5,-5,3,-2
COc1ccc(C(=O)C2CCN(S(=O)(=O)c3ccc4c(c3)OCCO4)CC2)cc1,-5,3,1,0,-1,-0.3,-13,-21,6,1
CN(C)c1ncc(C2=C(Cl)C(=O)C(N3CCCC3)=C(Cl)C2=O)s1,63*,22*,65*,63*,-27,7.3,25*,39*,27*,68*
O=C(O)c1cccc(Nc2c([N+](=O)[O-])c(=O)oc3ccccc23)c1,3,1,5,5,-2,-2.3,-2,-2,-1,-1
NC(N)=N/N=C/c1ccc(OCc2ccccc2Cl)cc1,19,-5,23,-1,1,-2.6,-2,-26,-7,0
CCNC(=S)N/N=C/c1sc(N2CCCCC2)nc1-c1cccs1,17,5,3,-2,1,-3.0,9,7,-2,2
O=C(O)c1cc(O)ccc1-c1ccc(O)cc1,0,6,-1,1,5,0.6,6,3,-1,1
NC(N)=NC(=O)c1nc(Cl)c(N2CCCCCC2)nc1N,5,0,16,-5,0,-1.9,4,2,6,-5
COC(=O)[C@@]12C[C@@H](CC(=O)N3CCCC3)C(=O)N(CCc3ccc(OC)c(OC)c3)C1=CCC(C)(C)C2,-7,3,0,-1,1,-1.4,2,/,-6,-3
O=C(NC(CC1CCCCC1)C(=O)O)c1ccccc1 (configuration not stated),1,2,2,1,3,-1.1,-4,-2,-2,-1
CCCCCCC1CCC(C(=O)NC(CCSC)C(=O)NC(C(=O)OC)C(C)C)CC1 (configuration not stated),3,3,-2,1,1,0.8,2,-4,-8,0
COc1ccc(S(=O)(=O)N2CCC(c3nc4ccccc4o3)CC2)c(OC)c1,-5,/,1,-2,3,/,2,/,-9,-6
COc1cc2c(cc1OC)-c1cc(N3CCc4ccccc43)nc(=O)n1CC2,1,-1,0,1,10,1.8,-32,-6,4,-5
Cc1sc2ncn(CC(=O)Nc3cccc(S(N)(=O)=O)c3)c(=O)c2c1-c1ccccc1,-14,7,27,4,-1,-0.1,-6,-19,1,0
Cc1ccccc1-n1nc2c(c1NC(=O)CC(C)C)CS(=O)C2 (configuration not stated),1,18,5,5,1,-1.3,-1,6,11,-1
COc1cccc(NC(=S)N(Cc2ccc(C(=O)O)cc2)Cc2ccc(OC)c(OC)c2)c1,-4,1,12,1,-2,0.7,-7,-16,-2,6
COc1ccc(NC(=O)CN(C)C(=O)CN2C(=O)NC3(CCCC3)C2=O)cc1,2,4,0,3,0,-3.3,-8,-2,-3,-2
CC(CNC(=O)C1CCCN(S(=O)(=O)N2CCOCC2)C1)c1ccccc1 (configuration not stated),0,4,-4,-1,0,-0.9,2,5,-2,-4
Cc1ccc([N+](=O)[O-])cc1Nc1nc(N2CCCC2)nc(N2CCCC2)n1,1,-7,1,6,1,-1.3,9,-15,9,-5
COc1ccc(CCN2CC(C(=O)OCC(=O)c3c(N)n(CC(C)C)c(=O)n(C)c3=O)CC2=O)cc1OC (configuration not stated),-10,-3,4,-1,1,0.2,-2,6,0,4
CCCCn1nc2cc(C(=O)NCc3ccc(OC)cc3)ccc2c1OCC,-5,3,-7,-2,-5,-1.2,7,-11,11,0
C=CCNC(=O)/C(C#N)=C/c1c(N2CC(C)OC(C)C2)nc2ccccn2c1=O (configuration not stated),-2,-10,-2,0,7,0.3,9,-1,5,-1
CCN(CC)c1ccc(NC(=S)NC(=O)c2cccs2)cc1,11,-6,2,2,4,0.3,17*,6,-1,1
Cc1n[nH]c(=O)c2c(NC(=O)CSc3c(Cl)cccc3Cl)oc(C)c12,2,6,1,-1,1,-0.6,10,1,-11,8
O=C(CC1SC(=NCCc2ccccc2)N(/N=C/c2cccs2)C1=O)Nc1ccc(Cl)cc1 (configuration not stated),-21,-12,8,3,-1,1.5,-14,-16,-1,2
COc1ccc(C(=O)c2ccccc2)cc1,0,-4,-2,1,-1,-0.2,-4,3,-8,-1
C=C(C)C1CC=C(C)/C(=N/NC(=O)CCC(=O)Nc2ccccc2Cl)C1 (configuration not stated),0,0,-2,3,3,-1.6,3,-2,10,-3
Cc1cccc(NC(=O)c2sc3nc(N)c(C#N)cc3c2N)c1,12,-1,11,-2,0,-1.4,8,-10,0,14
CN(CCNC(=O)C1CC(=O)N(C2CCCC2)C1)Cc1ccccc1 (configuration not stated),1,4,-1,0,-3,-0.5,-1,5,12,-2
O=C(CSc1c(F)c(F)cc(F)c1F)Nc1ccc(C2SCCS2)cc1,1,2,3,1,1,-0.6,10,-6,7,0
COc1cccc(C(=O)O/N=C(\N)c2ccncc2)c1,6,-4,-5,-3,-4,0.5,0,-1,8,0
COC(=O)c1cc(NC(=O)CC2C(=O)NCCN2C(=O)c2ccccc2)cc(C(=O)OC)c1 (configuration not stated),-1,2,1,-1,2,-0.4,-4,3,-1,-2

# Complete entries from above:
# `O=S(=O)(NCCCc1ccccc1)c1ccc(Cl)cc1` in the list: ABHD4 inh = -12; TCR CD3 inh = -1; rCAG binder = -2; LEDGF integ inh = -3; NR1D1 modulator = 2; PG9 Ab binder = -1.7; SIAE primary = 0; HTRA1 inhibitor = -14; TDP2 absorb = -6; PRMT1 FP inh = 2
# `Cc1ccccc1-n1nc2c(c1NC(=O)CC(C)C)CS(=O)C2` (configuration not stated) in the list: ABHD4 inh = 1; TCR CD3 inh = 18; rCAG binder = 5; LEDGF integ inh = 5; NR1D1 modulator = 1; PG9 Ab binder = -1.3; SIAE primary = -1; HTRA1 inhibitor = 6; TDP2 absorb = 11; PRMT1 FP inh = -1

# (continued)
SMILES,ABHD4 inh,TCR CD3 inh,rCAG binder,LEDGF integ inh,NR1D1 modulator,PG9 Ab binder,SIAE primary,HTRA1 inhibitor,TDP2 absorb,PRMT1 FP inh
N#Cc1ccccc1NC(=O)CNc1ccc(Cl)c(C(F)(F)F)c1,-17,-5,1,2,5,-2.8,10,-9,-7,1
CN(C)C(=O)COC(=O)c1ccc(S(=O)(=O)NCc2ccco2)cc1,2,5,1,5,-3,0.0,14,0,1,-3
COc1ccccc1NCc1nnc(SCC(=O)N/N=C/c2ccco2)n1-c1ccc(Cl)cc1Cl,-5,-3,7,-5,-2,0.2,-3,1,-2,6
COc1ccc(C(=O)NCCCN(C)CCCNC(=O)c2ccc(OC)cc2)cc1,-3,-4,-8,2,2,0.8,2,-2,-7,0
O=C1NCCC/C1=N/Nc1ccc(F)cc1,2,5,1,-16,-1,-2.8,4,/,2,-1
O=[N+]([O-])c1ccc(C2=Nn3cnnc3SC2)cc1,0,3,5,3,-4,-4.2,2,/,-5,-2
COc1ccc(C2CC(=O)Oc3c(C(CCN4CCCCC4)c4ccc(N(C)C)cc4)c(OC)cc(OC)c32)cc1 (configuration not stated),12,1,-6,-1,-3,-0.5,-10,9,5,-6
CC(=O)N1C[C@@H](CN2C(=O)CCC2=O)[C@@H]2C[C@H]1c1ccccc1N2C,5,-5,0,-3,2,-1.5,8,/,5,0
CC(=O)c1ccc(N2CCN(CN3C(=O)CC4(CCCC4)C3=O)CC2)c(F)c1,0,-1,-3,2,3,0.4,-7,-3,0,-1
COc1ccc(NC(=O)c2cc(Cl)ccc2Cl)c([N+](=O)[O-])c1,2,-5,-1,1,-2,2.1,0,-2,-1,-2
Cc1ccc(S(=O)(=O)N2C[C@H]3[C@H]4C(=O)N(c5ccccc5)C(=O)[C@H]4C[C@H](OC(=O)NCc4ccccc4)[C@@]3(O)C2)cc1,3,-7,6,-2,-4,0.2,1,-8,3,-2
CCCC(=O)Nc1cc(OC)c(NC(=S)Nc2cccc(C)c2)cc1OC,25,3,3,9,1,-3.3,9,4,6,39*
Cc1cc(C)cc(NC(=O)C[n+]2ccccc2)c1,0,2,1,-3,1,-0.5,-1,4,-3,2
CC1(C)C2CCC(C2)C1(C)NC(=O)CNCc1cccs1 (configuration not stated),6,5,-9,2,-2,-2.9,4,1,-10,-1
Cc1ccccc1OCC(=O)OC1CCN(C)CC1,6,-2,-1,1,-1,-0.5,1,-2,-2,-3
N/C(=N\OC(=O)CCCOc1ccccc1)c1ccc(Br)cc1,-2,7,0,-1,-2,-0.6,-5,-8,7,0
CCc1noc(C)c1C(=O)Nc1ccc(-c2nnc3n2CCCCC3)cc1,-4,-3,-2,-6,-5,-0.5,-3,2,-3,0
CCCCc1ncc(CN2CCC(CC3CCCCO3)(C(=O)OCC)CC2)[nH]1 (configuration not stated),2,-2,-9,1,0,-1.0,0,4,0,-1
Cc1ccc(OCC(=O)N(C)C2CCCCC2)c([N+](=O)[O-])n1,-8,3,1,1,-1,-0.6,2,2,-15,-1

# Some of the compounds tested; the hit share may differ from the screen's.
